CHRM1 agonist = agonists of human M1 muscarinic receptor | P11229 | CHO-K1 hM1, Fluo-8 calcium fluorescence, agonist mode; 0% DMSO, 100% acetylcholine EC100 | activation, % at 3 µM | 0.33% of 360,000 active | AID 588814;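 active means activation above the run's mean compound activation plus 3 SD, cut at about 16% in these data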;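 further: peak over basal fluorescence ratio within a 140 s kinetic read after compound addition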
Target sequence (P11229 whole entry, looked up): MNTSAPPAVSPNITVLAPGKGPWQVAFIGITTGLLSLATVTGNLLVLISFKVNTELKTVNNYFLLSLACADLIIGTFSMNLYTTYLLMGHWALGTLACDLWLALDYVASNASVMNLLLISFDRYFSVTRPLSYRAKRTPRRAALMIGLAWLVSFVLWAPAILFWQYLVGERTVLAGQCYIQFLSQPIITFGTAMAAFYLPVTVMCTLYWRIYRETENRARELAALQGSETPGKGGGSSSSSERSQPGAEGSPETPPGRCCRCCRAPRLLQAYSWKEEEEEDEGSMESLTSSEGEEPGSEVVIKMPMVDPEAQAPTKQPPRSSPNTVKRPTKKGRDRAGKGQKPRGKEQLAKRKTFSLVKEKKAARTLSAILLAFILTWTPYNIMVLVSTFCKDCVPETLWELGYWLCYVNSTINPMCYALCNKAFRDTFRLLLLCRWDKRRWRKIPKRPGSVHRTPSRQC
TAAR1 ag = agonists of human TAAR1. CHO RD-HGA16 TAAR1, Fluo-8 calcium fluorescence; vehicle wells 0%, saturating PEA agonist 100%. activation, % at 3 µM. Q96RJ0. 0.99% of 360,000 active. AID 624467;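 active means activation above the mean activation of all test compounds in the run plus 3 SD, cut at about 38% in these data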
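Assay system – CHO-derived RD-HGA16 cells with stable Gα16 and human TAAR1 · Compound dosing – one-point dosing at 3 µM (nominal) · Incubation – 17-24 h seeding, 75 min 37 °C dye, 30 min RT · Measured by – kinetic Fluo-8 calcium fluorescence · Control set – DMSO vehicle as 0%, PEA at EC100 as 100% · Repeats – single well for each compound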
M1 ag parental = counter-screen for M1 agonists: effect in parental CHO-K1 cells | Fluo-8 calcium fluorescence; scaled to maximal ATP response, vehicle zero | activation, % at 3 µM | 0.48% of 360,000 active; in the data active means activation above about 15%;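 further: untransfected CHO-K1 host cells lacking M1 receptor as counterscreen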
OXTR potentiate = human OXTR potentiation | P30559 | CHO-OTR cells, Fluo-8 calcium fluorescence, potentiator mode; 0% = oxytocin EC15, 100% = EC100 | activation, % at 3 µM | 0.061% of 320,000 active | AID 2445;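 active means activation above that plate's cutoff, the mean activation of tested compounds plus 3 SD, cut at about 6.6% in these data, passing the limit was not always enough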;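 further: 100% uses oxytocin at 75 nM as the full agonist control; some results filed as inactive read as strong as hits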
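Material: CHO-OTR cells, human receptor; compound dosing: single dose, 3.0 µM nominal final compound concentration; schedule: 6 min compound pre-incubation at room temperature, 100 s kinetic read; measured by: kinetic Fluo-8 calcium fluorescence; read-out basis: % activation vs EC15 and EC100 oxytocin; controls: EC15 oxytocin alone as 0%, 75 nM oxytocin as 100%; replicates: singlicate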
CHO-K1 Ca PAM = nonselective activator or artifact in parental CHO-K1 calcium assay. ATP EC20, Fluo-8 calcium fluorescence; 0% at ATP EC20, 100% at ATP max. activation, % at 3 µM. 0.02% of 360,000 active. AID 602247;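 active means activation above the run cutoff, the mean activation of all test compounds plus 3 SD, cut at about 40% in these data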;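 further: peak over basal fluorescence ratio in a 140 s read after ATP addition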
CHO parental Ca = counter-screen for OX1R antagonists: effect in parental CHO cells; inhibition, % at 5.6 µM; 0.63% of 330,000 active; parental CHO-K1, ATP-induced calcium, Fluo-8 fluorescence; AID 463079;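 active means inhibition above that plate's mean sample inhibition plus 3 SD, cut at about 26% in these data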;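 further: 0% = ATP-challenged DMSO wells and 100% = DMSO wells without ATP; some compounds past the cut are filed as inactive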
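Test system: untransfected parental CHO cell line. Compound: one dose, 5.6 µM nominal. Detection: intracellular calcium via Fluo-8 no-wash fluorescent dye. Measure: % inhibition. Benchmarks: ATP-challenged DMSO wells low, unchallenged DMSO wells high.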
CHO-K1 Ca antag = counter-screen for M1 antagonists: effect in parental CHO-K1 cells; ATP-induced calcium, Fluo-8 fluorescence; inhibition, % at 3 µM; 0.6% of 360,000 active;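 active means inhibition above a per-plate cutoff, the plate's mean sample inhibition plus 3 SD, cut at about 24% in these data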;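 further: 0% = DMSO plus EC80 ATP and 100% = DMSO alone without ATP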
TAAR1 antagonist = antagonists of human TAAR1; inhibition, % at 3 µM; AID 624466; Q96RJ0; CHO RD-HGA16 TAAR1, Fluo-8 calcium fluorescence, antagonist; 1.5% of 360,000 active;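 active means inhibition above a per-plate cutoff, the mean inhibition of test compounds on that plate plus 3 SD, cut at about 49% in these data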;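 further: 0% = DMSO plus EC80 beta-PEA response and 100% = DMSO alone without agonist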
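Assay system: CHO-derived RD-HGA16 cells stably expressing human TAAR1 plus Gα16. Timing: 140 s kinetic read after compound, 140 s after agonist. Technique: kinetic Fluo-8 calcium fluorescence measurement. Measure: % inhibition of agonist calcium response.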
V1R ag counter = counter-screen for oxytocin receptor agonists: human V1a receptor agonists; P37288; CHO-V1R cells, Fluo-8 calcium fluorescence, agonist mode; 0% DMSO, 100% 3 nM vasopressin; activation, % at 3 µM; 0.25% of 320,000 active; AID 2797;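 active means activation above the mean activation of all tested compounds plus 3 SD, per screening run, cut at about 20% in these data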;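 further: signal is peak over basal fluorescence ratio across a 100 second FLIPR read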
Target sequence (P37288 whole entry, looked up): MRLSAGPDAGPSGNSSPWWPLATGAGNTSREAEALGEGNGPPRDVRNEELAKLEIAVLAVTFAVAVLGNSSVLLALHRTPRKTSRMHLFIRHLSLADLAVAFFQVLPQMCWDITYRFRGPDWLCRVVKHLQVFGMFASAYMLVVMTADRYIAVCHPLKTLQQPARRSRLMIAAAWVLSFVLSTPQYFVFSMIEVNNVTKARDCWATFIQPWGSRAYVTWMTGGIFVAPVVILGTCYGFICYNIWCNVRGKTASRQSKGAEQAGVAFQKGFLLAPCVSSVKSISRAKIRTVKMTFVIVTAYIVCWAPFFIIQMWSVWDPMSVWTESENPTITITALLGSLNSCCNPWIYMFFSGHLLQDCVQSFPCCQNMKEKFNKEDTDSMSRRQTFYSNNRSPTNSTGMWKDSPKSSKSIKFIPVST
* hit, by the source's call; x = no result given.

1: CCOC(=O)C1CCN(C(=O)C2(NC(=O)Nc3cccc(F)c3)CCCCC2)CC1
2: O=C(COC(=O)c1ccc([N+](=O)[O-])cc1)NC12CC3CC(CC(C3)C1)C2
3: COC(=O)CC1COc2ccccc2N1C(=O)c1ccc(C(C)(C)C)cc1 (configuration not stated)
4: O=C(Cc1cccc(F)c1)Nc1ccc2c(c1)CCC2
5: CCOC(=O)C1(C)CCN1C(=O)COc1ccc(C(C)(C)C)cc1 (configuration not stated)
6: O=C(O)CN1CCNCCN(CC(=O)O)CCNCC1
7: C[C@@H](C(=O)Nc1ccc(SC(F)F)cc1)N1C(=O)C2CCCCC2C1=O (some centres not stated)
8: C=C(C)C(=O)Oc1ccc(N=Nc2ccc(C)cc2)ccc1=O
Compound	1	2	3	4	5	6	7	8
CHRM1 agonist	-4	-5	-5	-4	-2	-2	-2	-3
TAAR1 ag	3	5	16	4	4	1	2	-1
M1 ag parental	5.0	0.3	0.7	-0.4	2.7	0.0	0.4	-1.0
OXTR potentiate	-9	-4	-18	-2	x	x	-4	x
CHO-K1 Ca PAM	21	13	11	-7	15	10	6	7
CHO parental Ca	-14	1	-5	-7	x	x	-13	x
CHO-K1 Ca antag	-7	-5	0	-14	-10	-7	-14	-6
TAAR1 antagonist	-27	-4	1	17	-17	-25	-5	5
V1R ag counter	0.1	0.7	2.5	-0.5	x	x	3.3	x

Single records, from the list above.
`C=C(C)C(=O)Oc1ccc(N=Nc2ccc(C)cc2)ccc1=O` across the screens: CHRM1 agonist: -3; TAAR1 ag: -1; M1 ag parental: -1.0; OXTR potentiate: x; CHO-K1 Ca PAM: 7; CHO parental Ca: x; CHO-K1 Ca antag: -6; TAAR1 antagonist: 5; V1R ag counter: x
`COC(=O)CC1COc2ccccc2N1C(=O)c1ccc(C(C)(C)C)cc1` (configuration not stated) across the screens: CHRM1 agonist: -5; TAAR1 ag: 16; M1 ag parental: 0.7; OXTR potentiate: -18; CHO-K1 Ca PAM: 11; CHO parental Ca: -5; CHO-K1 Ca antag: 0; TAAR1 antagonist: 1; V1R ag counter: 2.5

The list continues:
9: Cc1ccc(C(=O)N/C(=C\c2ccc(Cl)cc2)C(=O)NCC2CCCO2)cc1 (configuration not stated)
10: COC(=O)c1ccccc1NC(=O)CSc1nc(-c2ccco2)cc(C(F)(F)F)n1
11: CN1CC(=O)N(CC(=O)N2CCC(Cc3ccccc3)CC2)C1=O
12: COc1ccc(-c2noc(CCCC(=O)O)n2)cc1
13: S=c1[nH]nc(Cn2nnc3ccccc32)n1-c1ccccc1
14: CCN1CCN(C(=O)c2cc(S(=O)(=O)N3CC(C)CC(C)C3)ccc2Cl)CC1 (configuration not stated)
15: Cc1cc(C)nc(SCC(=O)Nc2ccc(S(=O)(=O)Nc3nccs3)cc2)n1
16: O=C(c1ccc(Br)s1)N1CCN(c2ccccn2)CC1
Compound	9	10	11	12	13	14	15	16
CHRM1 agonist	-4	-5	-2	0	-4	-6	-5	-6
TAAR1 ag	12	-2	0	2	1	0	7	1
M1 ag parental	0.0	0.8	0.3	0.4	-0.5	0.9	0.3	0.8
OXTR potentiate	4	-2	-8	0	-9	x	3	-7
CHO-K1 Ca PAM	0	18	5	17	-7	14	13	5
CHO parental Ca	-15	-8	-14	-3	30	x	0	-13
CHO-K1 Ca antag	-5	-5	-5	-10	-11	-7	-22	-2
TAAR1 antagonist	-1	-13	-14	-1	-15	-3	-11	-6
V1R ag counter	-0.2	0.2	-0.5	0.2	-0.6	x	1.5	0.2

17: Cc1ccc(-c2nn(-c3ccccc3)cc2C=C2C(=O)CC(C)(C)CC2=O)cc1
18: Cc1nn2c3ccccc3n(Cc3ccccc3)c2nc1=O
19: Cc1ccc(C(CC(=O)O)C2CCOC(C)(C)C2)cc1 (configuration not stated)
20: CCOC(=O)C(CC)Sc1nnc2c3cc(C)ccc3n(C)c2n1 (configuration not stated)
21: O=C(Nc1ccccc1)C1Cc2c(-c3cccc(F)c3)ccnc2O1 (configuration not stated)
22: CCc1noc(C)c1C(=O)N(CCC(C)C)c1c(N)n(Cc2ccccc2)c(=O)[nH]c1=O
23: Cc1ccc(C)c(NC2=NCC(=O)N2c2ccc3c(c2)OCCO3)c1
24: O=c1[nH]cnc2c1ncn2C1OC(CO)C(O)C1O (configuration not stated)
Compound	17	18	19	20	21	22	23	24
CHRM1 agonist	-2	-2	-5	-4	0	-2	-4	-1
TAAR1 ag	5	2	1	2	0	0	7	1
M1 ag parental	0.0	0.1	1.2	1.5	1.3	-0.2	0.8	0.9
OXTR potentiate	-5	-2	-3	-10	x	0	-3	x
CHO-K1 Ca PAM	16	16	10	15	10	5	26	26
CHO parental Ca	-14	3	-5	-12	x	-12	1	x
CHO-K1 Ca antag	-12	-12	6	-3	-10	12	-16	-9
TAAR1 antagonist	-14	-13	-23	2	-13	1	-26	-12
V1R ag counter	-1.6	0.0	0.3	-1.1	x	0.1	0.1	x

25: COc1ccccc1CNC(=O)CCNC(=O)c1ccco1
26: O=C(CCC(=O)N(CC(=O)NC1CCCCC1)Cc1ccc(F)cc1)Nc1nccs1
27: COC(=O)c1ccc(OCC(=O)c2ccc(C)c(C)c2)cc1
28: O=C(Nc1ccccc1F)N1CCC(NC(=O)C23CC4CC(CC(C4)C2)C3)CC1
29: COC(=O)c1ccc(C2C(C(=O)c3ccco3)=C(O)C(=O)N2CC2CCCO2)cc1 (configuration not stated)
30: Cc1ccnc2nc(C(=O)Nc3nnc(-c4ccc(Cl)cc4)o3)nn12
31: COc1ccc(S(=O)(=O)N(C)C)cc1NC(=O)COC(=O)C1CC1
32: CCOCCOC(=O)c1ccc(NC(=O)C2COc3ccccc3O2)cc1 (configuration not stated)
Compound	25	26	27	28	29	30	31	32
CHRM1 agonist	1	-5	-10	-2	-2	-3	-4	-4
TAAR1 ag	0	2	2	3	3	6	3	2
M1 ag parental	0.5	-0.7	1.5	0.5	0.0	0.2	1.8	3.9
OXTR potentiate	x	-5	-1	-11	-2	-2	-5	-14
CHO-K1 Ca PAM	-3	-1	24	-15	-7	16	15	8
CHO parental Ca	x	-8	-9	10	-10	-8	-4	-7
CHO-K1 Ca antag	7	16	-16	-21	-11	-16	-17	1
TAAR1 antagonist	-1	-10	-12	-17	-3	-22	-8	17
V1R ag counter	x	0.7	-0.9	2.9	0.3	-0.7	0.8	1.5

33: C/C(=C\C(=O)O)C(=O)Nc1nccs1
34: C/C(=N/OCc1ccc(Br)cc1)c1ccccn1
35: CC(C)(C)C1CCC(C(=O)Nc2ccccc2)CC1 (configuration not stated)
36: O=c1c2c(nc3nc[nH]n13)CCC2
37: O=c1[nH]c2cc3c(cc2cc1C(c1nnnn1C1CCCC1)N1CCSCC1)OCCO3 (configuration not stated)
38: O=C(O)C1C2C=CC(O2)C1C(=O)NC1CCCc2ccccc21 (configuration not stated)
39: N=C1C(c2ccccc2)=C(O)CN1NC(=O)c1ccc(Cl)cc1
40: CSc1nc(SC(C)C(=O)O)c2c3c(sc2n1)COC(C)(C)C3 (configuration not stated)
Compound	33	34	35	36	37	38	39	40
CHRM1 agonist	-1	-1	-6	-2	-3	-2	-6	-3
TAAR1 ag	5	15	5	2	5	55*	3	6
M1 ag parental	0.2	-0.2	0.6	0.5	0.3	0.3	0.2	1.0
OXTR potentiate	0	-10	-4	-4	-6	-8	-2	-3
CHO-K1 Ca PAM	11	-4	10	10	27	17	24	25
CHO parental Ca	-3	-4	-8	1	-8	4	-2	-7
CHO-K1 Ca antag	0	-1	7	-12	-30	-7	-11	-8
TAAR1 antagonist	-10	-6	2	4	1	-16	9	-8
V1R ag counter	0.4	-0.5	-1.8	0.7	0.7	0.0	0.7	0.7

41: O=C(CSc1ncn(-c2ccccc2)n1)Nc1nncs1
42: COc1ccc(-c2cc3ccc(OC(C)C(=O)O)cc3oc2=O)cc1 (configuration not stated)
43: CC1=CC(c2ccccc2)n2nc(N3C(=O)CCC3=O)nc2N1 (configuration not stated)
44: Cc1c(Br)cnn1C(C)C(=O)N1CCN(c2ccc(F)cc2)CC1 (configuration not stated)
45: O=C(N/N=C/c1ccc(OC(=O)c2ccccc2)cc1)c1cccnc1
46: CCOC(=O)C(C)Sc1nnc(-c2ccccc2O)n1Cc1ccccc1 (configuration not stated)
47: CCN(CC)CCN(C(=O)c1cc2c(ccc3ccccc32)oc1=O)c1nc2cc3c(cc2s1)OCCO3
48: CC(=O)Nc1ccc(NC(=O)c2nc(S(=O)(=O)Cc3cccc(C)c3)ncc2Cl)cc1
Compound	41	42	43	44	45	46	47	48
CHRM1 agonist	-7	0	-2	0	2	-3	-6	-5
TAAR1 ag	1	3	5	5	11	3	14	-3
M1 ag parental	0.1	0.1	-0.1	2.3	5.0	2.2	0.3	-0.2
OXTR potentiate	-3	x	-18	-8	-12	-8	0	-6
CHO-K1 Ca PAM	-1	-5	-1	4	-18	5	9	-30
CHO parental Ca	3	x	-2	-23	-8	-18	-15	26
CHO-K1 Ca antag	10	8	-1	0	-1	-11	-4	11
TAAR1 antagonist	0	-15	11	-15	38	-11	2	6
V1R ag counter	1.0	x	1.6	1.1	4.0	-0.1	-0.1	-0.6

49: CCOC(=O)c1cccc(NC(=O)CCc2nc(-c3ccc(C)cc3)no2)c1
50: Cn1nnnc1SCC(=O)NCc1ccco1
51: CCN(CC)C(=O)Cc1c(O)c2ccccc2[nH]c1=O
52: Cc1cccc(-n2c(O)c(C=Nc3ccc(O)cc3)c3ccccc3c2=O)n1
53: Cc1ccc(S(=O)(=O)N2CCC(C(=O)NCCCN3CCCC3=O)CC2)cc1
54: CCCCNC(=O)CSc1nc2ccc(NC(=O)CSc3nnc(COc4ccccc4C)n3C)cc2s1
55: CCC(C)(C)C1CCC2(CC1)NC(=O)N(CC(=O)N1CCN(C(=O)c3ccco3)CC1)C2=O (configuration not stated)
56: O=C(NCc1ccccn1)c1cccc([N+](=O)[O-])c1
Compound	49	50	51	52	53	54	55	56
CHRM1 agonist	-3	-2	-4	-4	-2	-4	-3	-5
TAAR1 ag	11	3	2	2	4	2	14	10
M1 ag parental	3.5	0.4	1.6	0.6	0.3	0.3	0.2	0.1
OXTR potentiate	-18	-7	0	-4	-6	-9	-2	4
CHO-K1 Ca PAM	8	4	27	-11	0	17	8	-12
CHO parental Ca	-9	9	17	-6	-7	-4	-26	-6
CHO-K1 Ca antag	5	-7	-18	9	2	-1	-14	0
TAAR1 antagonist	33	-1	-5	12	-14	24	-3	24
V1R ag counter	5.4	-0.1	0.6	0.2	-0.2	-0.9	2.5	-0.2

High-throughput results: PubChem BioAssay, The Scripps Research Institute Molecular Screening Center
